Assay outcomes: PubChem BioAssay, several laboratories
MITF TRPM1 inh: inhibitors of MITF-driven TRPM1 promoter in melanoma cells. SK-MEL-5 TRPM1 promoter luciferase, 24 h. inhibition, % at 12.5 µM. 330,000 compounds, 0.83% hits. AID 488899;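 active means mean inhibition across replicates of 60% or more, whatever share of single replicates reaches that level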; further: values of inactives mirror those of a sister screen read the other way
KKLEB cytotox: reduces viability of KKLEB cystic fibrosis airway cells; 360,000 compounds, 0.36% hits; KKLEB CF airway cells viability, ATPlite luminescence, overnight; active compounds read low; cells stimulated with P. aeruginosa culture filtrate; activity change (cytotoxicity), % at 5 µM; AID 602141;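 active means corrected activity change at or below -50% at 5 µM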
Peg3 prom inh: inhibitors of Peg3 promoter | inhibition, % at 20 µM | 360,000 compounds, 1.7% hits | HeLa PEG-Prom luciferase reporter, luminescence, overnight;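 active means inhibition of at least 50% at 20 µM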
Shn3 3UTR inh: reduces Shn3 3'UTR luciferase signal in osteoblasts. Clone20 osteoblast Shn3 3'UTR firefly luciferase, 24 h. inhibition, % at 12.5 µM. 360,000 compounds, 0.52% hits. AID 588674;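 active means mean inhibition of at least 75% with every replicate also reaching 75%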;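 further: 0% = median of neutral control wells and 100% = pilot-screen positive control compound; some compounds past the cut are filed as inactive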
NR2E3 ag-1: activates human NR2E3 receptor; Q9Y5X4; CHO-S Gal4-NCOR/VP16-NR2E3 two-hybrid, luciferase; inhibition of corepressor binding, % at 3.98 µM; 360,000 compounds, 0.35% hits; AID 602229;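 active means inhibition above the mean of all tested compounds plus 3 SD, cut at about 70% in these data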;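 further: 0% = DMSO with NR2E3 transfected cells and 100% = cells lacking NR2E3 construct; higher means lower luciferase signal from less NR2E3 corepressor binding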
Target sequence (Q9Y5X4 whole entry, looked up, the tested form may be a part): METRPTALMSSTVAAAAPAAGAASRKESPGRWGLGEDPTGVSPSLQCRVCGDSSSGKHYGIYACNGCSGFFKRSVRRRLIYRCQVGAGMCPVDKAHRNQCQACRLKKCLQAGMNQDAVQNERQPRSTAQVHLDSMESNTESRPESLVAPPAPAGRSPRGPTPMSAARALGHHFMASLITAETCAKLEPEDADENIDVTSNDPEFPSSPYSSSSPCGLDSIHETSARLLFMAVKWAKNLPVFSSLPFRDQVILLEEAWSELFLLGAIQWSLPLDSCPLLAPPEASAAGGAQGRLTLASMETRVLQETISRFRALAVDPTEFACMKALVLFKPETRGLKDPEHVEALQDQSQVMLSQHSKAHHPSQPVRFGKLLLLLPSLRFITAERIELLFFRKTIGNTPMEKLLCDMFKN
HIF-2a inh: HIF-2a inhibition; AID 624352; 360,000 compounds, 0.72% hits; inhibition, % at 18.8 µM; 786-0 RCC cells HIF-2a reporter, luciferase luminescence, overnight;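 active means inhibition of the luminescence signal of 40% or more relative to plate controls, in a single-dose primary screen at 18.75 µM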
NR2E3 ag-2: agonists of human nuclear receptor NR2E3; Q9Y5X4; GST-NR2E3/biotin-RetCOR TR-FRET, 1536-well; inhibition of corepressor binding, % at 4.78 µM; 320,000 compounds, 0.12% hits; AID 2300;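 active means percent inhibition above the cutoff of mean plus 3 SD of all tested compounds, set per screening campaign, cut at about 20% in these data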;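 further: 0% = DMSO wells and 100% = biotin wells as full block of FRET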
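Material – GST-tagged NR2E3 plus biotinylated RetCOR corepressor · Quantity – NR2E3 fusion 1.35 nM · Times – 5 h incubation at 4 °C · Medium – pH 7.5 Tris-based buffer · Technique – TR-FRET, Eu(K)-anti-GST donor, streptavidin-D2 acceptor, ex 340, em 617/671 nm · Benchmarks – high control biotin, low control 0.6% DMSO · Format – 1536-well plates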
TWEAK-Fn14 inh: inhibitors of TWEAK-Fn14 interaction signaling | inhibition, % at 10 µM | TWEAK-stimulated Fn14 reporter cells, luciferase luminescence, 8 h | 360,000 compounds, 2% hits; in the data active means inhibition above about 50%
CF NFkB block: inhibitors of cystic fibrosis induced NF-kB; 360,000 compounds, 0.86% hits; KKLEB NF-kB-GFP reporter, PAF-induced, GFP fluorescence overnight; inhibition, % at 5 µM;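 active means at least 50% inhibition at 5 µM, scaled per plate between neutral and stimulator controls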;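 further: PAF is a Pseudomonas aeruginosa culture filtrate used as stimulus; plate controls were PAF-stimulated DMSO wells for no effect and unstimulated DMSO wells for full effect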
iPSC survival up: enhancers of human iPSC single-cell survival | hiPSC single-cell survival, ATPlite luminescence; 100% = ROCK inhibitor wells, 0% = DMSO | 360,000 compounds, 0.044% hits | AID 602274 | survival enhancement, % at 20 µM; in the data active means survival enhancement above about 18%;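 further: cells exposed to compounds for 16 hours before the ATP read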
aDG glyco up: increases alpha dystroglycan glycosylation | activation, % at 10 µM | 360,000 compounds, 0.22% hits | Pro5-aDG cells, alpha-DG glycosylation AlphaScreen (IIH6); 0% Pro5, 100% B10-LARGE cell signal;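 active means activation of at least 8% versus controls, or a plate z-score of at least 8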;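 further: Pro5 are CHO cells carrying HIG-tagged alpha-DG that lacks glycosylation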
* hit, by the source's call; · = no result given.

SMILES	MITF TRPM1 inh	KKLEB cytotox	Peg3 prom inh	Shn3 3UTR inh	NR2E3 ag-1	HIF-2a inh	NR2E3 ag-2	TWEAK-Fn14 inh	CF NFkB block	iPSC survival up	aDG glyco up
CCOC(=O)N1CCN(c2c(NCCc3ccc(OCC)c(OCC)c3)c(=O)c2=O)CC1	3	-20	-1	-9	-10	8	4	-5	9	2.8	-0.3
Cc1ccc(C(=O)N2CCCC(C(=O)Nc3cccc(-c4ccc(F)cc4)c3)C2)cn1 (centres undefined)	9	-10	-28	12	5	-34	1	11	23	-0.2	0.8
Cc1cc(Cl)ccc1NC(=S)Nc1ccccn1	-27	-10	-209	-44	-72	-197	·	-5	8	-2.9	0.0
CCN(CC)C(=O)COc1ccc2c(-c3ccc(OC)cc3)cc(=O)oc2c1	-3	3	18	5	-41	20	1	-1	8	0.0	0.0
CCOC(=O)CN1C(=O)C(O)(CC(=O)c2ccco2)c2ccccc21 (centres undefined)	8	0	4	0	-5	9	-1	-18	-6	-0.1	1.6
COc1ccc(C(=O)NC(Cc2ccc(OC(=O)c3ccc(OC)cc3)cc2)C(=O)O)cc1 (centres undefined)	4	6	-23	-3	6	28	2	14	2	-1.9	0.4
O=C(COC(=O)c1cc([N+](=O)[O-])ccc1N1CCOCC1)c1ccc(F)cc1	-13	-8	-3	-7	4	-6	2	-17	18	0.1	0.2
CCCCN(C(=O)c1ccc(S(=O)(=O)N2CCCCC2)cc1)C1CCS(=O)(=O)C1 (centres undefined)	1	10	0	8	-20	15	·	-1	-2	-0.3	-0.1
COCCn1c(SCC(=O)c2ccccc2)nc2c(c1=O)SC(C)C2 (centres undefined)	1	-15	0	23	-10	-25	2	7	9	-1.6	0.7
COc1ccc2c(c1)c(=O)oc1cc(OCC(=O)N3CCC(C)CC3)ccc12	1	-9	29	7	-17	9	-1	-14	-16	4.5	0.4
CC(=O)Nc1ccc(-c2cc(C(=O)O)c3ccc(C)cc3n2)cc1	3	-1	0	9	-12	-13	0	-5	-4	-0.7	0.0
C=CCN1C(=O)NC(c2ccc(OC)cc2)(C(F)(F)F)S/C1=C(\C#N)c1nnc(N2CCOCC2)n1-c1ccccc1 (centres undefined)	6	-13	16	-7	2	25	1	50*	5	-0.7	0.1
COc1ccc(S(=O)(=O)N2CCOC2CNC(=O)C(=O)NCc2ccco2)cc1C (centres undefined)	3	9	6	1	23	4	1	-6	-1	-0.6	0.0
O=C(NC1CC1)C1CCCN1S(=O)(=O)c1ccc2ccccc2c1 (centres undefined)	-5	-7	1	-4	-28	0	-1	-12	9	0.5	0.1
Cc1cc(C)c(C#N)c(SC2CCCCC2=O)n1 (centres undefined)	4	1	13	-14	-16	-15	4	1	7	-3.9	-0.1
COc1ccccc1Nc1nc2ccccc2[nH]1	-51	-6	-164	-17	-66	-222	-5	-6	-7	-0.5	0.8
COc1cc(OC)cc(-c2c(Sc3ccccc3)c3cc(-c4cnc(OC)nc4)ccc3n2C)c1	·	·	·	·	-21	16	·	-3	·	-0.5	-0.3
CCc1nnc(NC(=O)c2cc(-c3ccccn3)nc3ccccc23)s1	6	-17	23	-4	-29	22	2	4	10	-0.2	-0.1
O=C(Cn1c(=O)c2sccc2n(Cc2cccc([N+](=O)[O-])c2)c1=O)NCCc1ccccc1	-2	5	22	-6	-7	10	-1	-6	2	-0.5	0.4
COc1ccc(C(C2C(=O)CC(C)(C)CC2=O)C2C(=O)CC(C)(C)CC2=O)cc1	-1	-6	3	18	-13	14	-3	19	0	0.0	0.0
CC(C)(C)OC(=O)N1CCC[C@H]1C(=O)N1CCC[C@H]1C(=O)NCc1ccncc1	·	·	·	·	10	0	·	15	·	0.6	-0.1
CCN(CC)c1ccc(NC(=O)Nc2ccccc2)cc1	-53	-13	-278	-39	-75	-246	-6	-10	-5	-0.7	0.1
COc1ccc(OCC(=O)Nn2c(-c3ccc(OC)cc3)nc3ccccc3c2=O)cc1	20	6	14	-8	-17	15	2	4	11	-0.7	-0.1
CCOC(=O)c1c(C)[nH]c(C(=O)COC(=O)CCS(=O)(=O)c2ccc(C)cc2)c1C	-11	7	8	14	-40	12	-1	0	-4	-0.3	-0.3
COC(OC)c1ccc(C#N)c(SCc2ccc(C)cc2)n1	-3	-17	6	3	-2	6	2	-11	7	-0.7	0.1
CC1CCN(CCC(=O)Nc2nccs2)CC1	-3	13	2	-3	-8	10	8	1	-12	-0.5	0.1
CC1(C)CC2(CCO1)OC(=O)CC2C(=O)Nc1cccc2ccccc12 (centres undefined)	-3	3	11	-15	-10	5	-3	-6	-4	-1.7	-0.4
CC(C)c1nc2ccc(Br)cn2c1NC1CCCC1	10	-2	12	-11	-4	15	0	8	21	0.8	0.1
O=C(Nc1ccccc1)c1ccc(S(=O)(=O)NCc2cccnc2)cc1	17	15	1	30	7	9	6	20	-6	-0.4	0.0
Cn1c(SCc2ccccc2C#N)nc2ccccc2c1=O	5	-8	3	23	-15	-28	4	33	23	-0.1	0.4
Cc1c(C(=O)NCc2ccc(Cl)c(Cl)c2)sc(=O)n1Cc1ccc(S(C)(=O)=O)cc1	·	-4	17	53	15	0	·	53*	-13	3.0	0.1
O=C1CCCN2N=C(SCC(=O)N3CCCCC3)SC2=N1	12	18	7	-2	-11	11	2	5	-12	-0.5	1.0
COc1cc(/C=C2\SC(=S)N(NC(=O)c3ccccc3OC)C2=O)ccc1O	-11	8	-30	-48	-12	-49	·	-4	3	-0.4	-0.2
COc1ccc(CCNC(=O)c2ccc(CS(=O)(=O)Cc3cccc(C)c3)o2)cc1OC	10	4	27	24	-4	14	0	10	2	-0.6	0.2
Nc1cc2c(cc1Cl)-c1ccccc1C2=NO	-51	13	-303	-62	-85	-225	·	44	46	1.6	-0.1
CC(C(=O)N1CCCC1)N1CCN(S(=O)(=O)c2ccccc2)CC1 (centres undefined)	6	-1	4	14	-21	12	·	-14	7	-0.8	0.3
Cc1ccc(C)c(OCCCC(=O)Nc2ccccc2C(N)=O)c1	6	-6	1	-28	-14	-5	3	-12	-6	-5.0	-0.2
O=C(NCc1ccccc1)c1cc(C2CCCCN2C(=O)c2cccs2)on1 (centres undefined)	·	9	17	-21	0	-4	·	-10	-12	1.2	0.1
C/C=C(/C)C(=O)O[C@@H]1c2c(ccc3ccc(=O)oc23)O[C@@H]1C(C)(C)OC(C)=O	2	0	-5	8	2	-12	4	-13	-3	-0.9	0.0
CC(Sc1ccc(S(=O)(=O)N2CCN(C)CC2)cn1)C(=O)NC1CCCC(C)C1C (centres undefined)	·	-13	-9	11	-1	7	·	20	12	14	0.2
COc1ccc(S(=O)(=O)N2CCCC(C(=O)NCc3ccccn3)C2)cc1Cl (centres undefined)	-13	-2	13	17	-8	-2	2	-11	2	-1.4	0.2
CCc1cc2cc(OC)ccc2nc1SCC(=O)Nc1cc(OC)c(OC)cc1C(=O)O	-15	-7	5	8	-5	13	9	-13	-13	0.3	0.7
C/C(=N\NC(=O)C1CC1(C)c1ccccc1)c1ccco1 (centres undefined)	0	1	12	-3	-5	4	-4	15	-14	4.2	0.0
CC(=O)Nc1ccc2nc(NC(=O)COc3ccccc3)sc2c1	-6	-4	5	-29	-23	14	1	-3	8	0.2	0.1
CCCCCCCNC(=O)CC(NS(=O)(=O)c1ccc(NC(C)=O)cc1)C(C)C (centres undefined)	6	16	18	7	16	14	2	8	-7	0.7	0.4
CCOC(=O)C1CCCN(C(=O)c2cnn3c(C(F)F)cc(-c4ccc(C)cc4)nc23)C1 (centres undefined)	15	-8	18	-7	10	12	-2	-24	4	0.8	1.4
CCc1cccc(C)c1NC(=O)COC(=O)C1CC(=O)N(CCc2ccc(OC)c(OC)c2)C1 (centres undefined)	-2	-2	14	6	-13	11	·	-12	0	0.2	-0.1
CCCCn1c(N)c(N(CCOC)C(=O)CN2C(=O)NC3(CC(C)CC(C)(C)C3)C2=O)c(=O)[nH]c1=O (centres undefined)	-10	7	-12	-26	-3	9	·	-7	3	0.4	0.1
CC1=C(C(=O)Nc2ccccn2)C(c2ccc(Br)cc2)n2ncnc2N1 (centres undefined)	0	2	3	19	-49	7	-1	-3	-16	0.1	0.0
Cc1nn(-c2ccccc2)c(C)c1-c1nnc(-c2c(C)nn(-c3ccccc3)c2C)o1	-7	-20	14	-1	4	-6	-2	33	34	-0.2	-0.2

Some of the entries so far, with values under each structure.
Each structure is followed by: MITF TRPM1 inh | KKLEB cytotox | Peg3 prom inh | Shn3 3UTR inh | NR2E3 ag-1 | HIF-2a inh | NR2E3 ag-2 | TWEAK-Fn14 inh | CF NFkB block | iPSC survival up | aDG glyco up
O=C(NCc1ccccc1)c1cc(C2CCCCN2C(=O)c2cccs2)on1 (centres undefined)
→ · | 9 | 17 | -21 | 0 | -4 | · | -10 | -12 | 1.2 | 0.1
C/C=C(/C)C(=O)O[C@@H]1c2c(ccc3ccc(=O)oc23)O[C@@H]1C(C)(C)OC(C)=O
→ 2 | 0 | -5 | 8 | 2 | -12 | 4 | -13 | -3 | -0.9 | 0.0
CC(Sc1ccc(S(=O)(=O)N2CCN(C)CC2)cn1)C(=O)NC1CCCC(C)C1C (centres undefined)
→ · | -13 | -9 | 11 | -1 | 7 | · | 20 | 12 | 14 | 0.2
COc1ccc(S(=O)(=O)N2CCCC(C(=O)NCc3ccccn3)C2)cc1Cl (centres undefined)
→ -13 | -2 | 13 | 17 | -8 | -2 | 2 | -11 | 2 | -1.4 | 0.2
CCc1cc2cc(OC)ccc2nc1SCC(=O)Nc1cc(OC)c(OC)cc1C(=O)O
→ -15 | -7 | 5 | 8 | -5 | 13 | 9 | -13 | -13 | 0.3 | 0.7
C/C(=N\NC(=O)C1CC1(C)c1ccccc1)c1ccco1 (centres undefined)
→ 0 | 1 | 12 | -3 | -5 | 4 | -4 | 15 | -14 | 4.2 | 0.0
CC(=O)Nc1ccc2nc(NC(=O)COc3ccccc3)sc2c1
→ -6 | -4 | 5 | -29 | -23 | 14 | 1 | -3 | 8 | 0.2 | 0.1
CCCCCCCNC(=O)CC(NS(=O)(=O)c1ccc(NC(C)=O)cc1)C(C)C (centres undefined)
→ 6 | 16 | 18 | 7 | 16 | 14 | 2 | 8 | -7 | 0.7 | 0.4
CCOC(=O)C1CCCN(C(=O)c2cnn3c(C(F)F)cc(-c4ccc(C)cc4)nc23)C1 (centres undefined)
→ 15 | -8 | 18 | -7 | 10 | 12 | -2 | -24 | 4 | 0.8 | 1.4
CCc1cccc(C)c1NC(=O)COC(=O)C1CC(=O)N(CCc2ccc(OC)c(OC)c2)C1 (centres undefined)
→ -2 | -2 | 14 | 6 | -13 | 11 | · | -12 | 0 | 0.2 | -0.1
CCCCn1c(N)c(N(CCOC)C(=O)CN2C(=O)NC3(CC(C)CC(C)(C)C3)C2=O)c(=O)[nH]c1=O (centres undefined)
→ -10 | 7 | -12 | -26 | -3 | 9 | · | -7 | 3 | 0.4 | 0.1
CC1=C(C(=O)Nc2ccccn2)C(c2ccc(Br)cc2)n2ncnc2N1 (centres undefined)
→ 0 | 2 | 3 | 19 | -49 | 7 | -1 | -3 | -16 | 0.1 | 0.0
